HT1080 IDH1KD tx: toxicity to HT-1080 IDH1 knockdown cells (counter line). 2% of 360,000 active. Potency, µM (titrated, usually from 46.1 µM), for the others: top-dose activity, negative = toxicity, most hits filed as cytotoxic. HT-1080 IDH1 knockdown viability, ATP luminescence, 48 h;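 also: potency is read from the fitted curve at half-maximal effect; 0% = DMSO wells and -100% = cell-free medium wells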
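HT-1080-IDH1KD cells (IDH1 knocked down), 750/well in RPMI with 5% FBS, treated with compound 48 h at 37 degrees C. Viability by CellTiter-Glo luminescence, normalised to DMSO and no-cell wells; concentration-response curves classed.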
IL1B secr inh: inhibitors of inflammasome signaling (IL-1 beta secretion). THP-1 LPS/ATP IL-1B secretion, AlphaLISA, 16 h; hits give low values. activity change, % at 57.5 µM. 4.7% of 360,000 active; in the data active = activity change below about -50%; inconclusive = mostly about -30% to -49%; also: % is scaled to controls: 0 for no effect and ±100 for the full control effect
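Secreted IL-1B measured by AlphaLISA bead assay after 16 h compound exposure of THP-1 cells; compounds (final up to 57.5 uM) added 1 h before LPS (250 ng/mL) and ATP (1.25 mM) stimulation; lower signal means less secretion.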
KB-3-1 tox: KB-3-1 parental cell cytotoxicity; Potency, µM (top dose mostly 46.1 µM), for inactives: at the top dose activity change, negative = cytotoxic, usual class: cytotoxic; KB-3-1 viability, CellTiter-Glo ATP luminescence, 72 h; 1.4% of 400,000 active; also: potency is read from the fitted curve at half-maximal effect; % is scaled to controls: 0 for no effect and ±100 for the full control effect; nearly all actives have a fitted effect of over 60% in size
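Cytotoxicity in the drug-sensitive parental line KB-3-1 was scored as loss of CellTiter-Glo luminescence following 72 h incubation with compound. Values come from curve fitting of normalized concentration-response data.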
MCF10A rerep: DNA re-replication induction in MCF 10a cells | MCF 10A DNA re-replication, Hoechst nuclear intensity, 48 h | Potency, µM (top dose mostly 46.1 µM), without a hit: top-dose activity, positive = re-replication, hits mostly activators | 2.9% of 350,000 active; also: potency is read from the fitted curve at half-maximal effect; % of control where 0% means no effect; nearly all actives have a fitted effect of over 50% in size
WRN inhibitor: WRN helicase (human) inhibition | 0.46% of 360,000 active | Potency, µM (doses to about 114 µM), for inactives: at the highest dose activity change, negative = inhibition, usual class: inhibitors | WRN helicase unwinding, fluorescent forked duplex, kinetic | Q14191; also: potency is read from the fitted curve at half-maximal effect; % is scaled to controls: 0 for no effect and ±100 for the full control effect; nearly all actives have a fitted effect of over 55% in size
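Fluorescence dequenching readout, ex 525 nm/em 598 nm, kinetic mode: forked duplex DNA (100 nM final) with adjacent fluorophore and quencher unwound by WRN (20 nM final) with 2 mM ATP. Compound preincubation 15 min, room temperature.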
SW480 rereplic: DNA re-replication induction in SW480 cells | Potency, µM (titrated, usually from 46.1 µM), for the others: top-dose re-replication activation, usual class: activators | SW480 DNA re-replication, Hoechst DNA content imaging, 48 h | 1.8% of 340,000 active; also: potency is read from the fitted curve at half-maximal effect; % of control where 0% means no effect; nearly all actives have a fitted effect of over 55% in size
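Treated cells incubate 48 hr (37 C, 5% CO2), are stained 40 min with Hoechst, and nuclear fluorescence is enumerated; a rise in nuclei with high DNA signal marks re-replication.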
HT1080NT lethal: kills 2HG-producing HT-1080-NT fibrosarcoma cells; HT-1080-NT fibrosarcoma viability, CellTiter-Glo ATP luminescence, 48 h; Potency, µM (series often up to 46.1 µM), without a hit: top-dose activity, negative = less viability, hits mostly cytotoxic; 1.6% of 360,000 active; AID 686970;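 also: NT is the 2HG producing partner of a matched IDH1 knockdown line; potency is read from the fitted curve at half-maximal effect; 0% = DMSO-treated cells and -100% = media-only wells without cells; nearly all actives have a fitted effect of over 55% in size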
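A 48-hour cytotoxicity screen used HT-1080-NT cells plated 2 hours before compound delivery. ATP-based CellTiter-Glo luminescence measured viability, normalized to DMSO and no-cell controls.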
ATXN2 expr inh: reduces ATXN2 reporter expression in HEK-293 cells; HEK-293 ATXN2-luciferase reporter, luminescence, 24 h; Potency, µM (top dose mostly 57 µM), inactives show at the highest dose activity change, negative = inhibition, usual class: inhibitors; 0.72% of 360,000 active; also: potency is read from the fitted curve at half-maximal effect; % is scaled to controls: 0 for no effect and ±100 for the full control effect; nearly all actives have a fitted effect of over 55% in size
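ATXN2-luciferase reporter cells (luciferase flanked by upstream and downstream ATXN2 gene portions) were treated 24 h at 37 °C with compounds at up to 57 uM. SteadyGlo luminescence gave expression; GF-AFC fluorescence gave viability.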
KB-V1 MDR tox: KB-V1 MDR subline cytotoxicity; 3.4% of 400,000 active; Potency, µM (titrated, usually from 46.1 µM), for the others: top-dose activity change, negative = cytotoxicity, usual class: cytotoxic; KB-V1 MDR cells viability, CellTiter-Glo, 72 h; also: potency is read from the fitted curve at half-maximal effect; % is scaled to controls: 0 for no effect and ±100 for the full control effect; nearly all actives have a fitted effect of over 60% in size
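qHTS viability screen in drug-selected KB-V1 MDR cells: 72 h compound treatment at 37 degrees C, ATP luminescence end point.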
Numbers without * were called inactive; i = inactive; ? = inconclusive; nt = not tested or not shown; [ ] = another dose, or the depositor's remark. Unless noted, calls follow the shape of the dose curve; as a rule, active = well fitted curve in the direction sought with a large enough effect; inconclusive = small, poorly fitted or top-dose-only effect, or another doubt; inactive = no such curve, though single readings can be large; an effect the other way counts as inactive or inconclusive.

| no. | compound | HT1080 IDH1KD tx | IL1B secr inh | KB-3-1 tox | MCF10A rerep | WRN inhibitor | SW480 rereplic | HT1080NT lethal | ATXN2 expr inh | KB-V1 MDR tox |
| --- | --- | --- | --- | --- | --- | --- | --- | --- | --- | --- |
| 1 | COc1ccccc1NS(=O)(=O)c1ccc(C(=O)NCC(c2ccccc2OC)N2CCCC2)cc1 (stereo not given) | -4% | -8 | 0% | -3% | 9% | 7% | -17% | nt | -9% |
| 2 | O=C(Nc1cccnc1)C1(F)C(F)(F)C(F)(F)C(F)(F)C(F)(F)C1(F)F | 1%[9.24 µM] | -67* | 0% | 14% | -19% | -4% | 13% | -3% | -1% |
| 3 | COC(=O)c1[nH]c(C)c(/C(O)=C2\C(=O)C(=O)N(CCN(C)C)C2c2ccc(C)o2)c1C (stereo not given) | 14% | 23 | 7% | 1% | -3% | 3% | 11% | 2% | 0% |
| 4 | Cc1ccccc1-c1nnn(CC(=O)N(C)CC(=O)Nc2ccccc2C(F)(F)F)n1 | 5% | 3 | 14% | 0% | -3% | -7% | 1% | -6% | ? |
| 5 | CCc1c(C)nc2nc(SCc3ccccc3)[nH]n2c1=O | 2% | 47 | 16% | 1% | -4% | 3% | -11% | -4% | 10% |
| 6 | CC(=O)NC(CCS(C)(=O)=O)C(=O)Nc1nc(C)cs1 (stereo not given) | -6% | 4 | -7% | -8% | 0% | 16% | -4% | 30% | -7% |
| 7 | N#Cc1ccccc1S(=O)(=O)N1CCN(C(=O)CN2C(=O)NC3(CCCC3)C2=O)CC1 | 12% | 10 | 0% | 1% | 6% | -71%[inhibitor] | 16% | -4% | ? |
| 8 | O=S(=O)(Nc1ccc(-n2cnnn2)cc1)c1cccs1 | -3% | 7 | -21% | 3% | 5% | 2% | -1% | -2% | 4% |
| 9 | CCOC(=O)C1(C)CCCN(C(=O)C(c2ccccc2)c2ccccc2)C1 (stereo not given) | 6% | 9 | 0% | nt | 6% | nt | -2% | -10% | 0% |
| 10 | O=c1cc(N2CCN(c3ccccc3)CC2)[nH]c(=O)n1-c1ccccc1 | 1% | -2 | 15% | 7% | 0% | -17% | 2% | -1% | 0% |
| 11 | O=C(NCCN1CCOCC1)/C(=C\c1ccc(F)cc1)NC(=O)c1ccccc1 | 4% | -8 | -1% | 1% | 2% | 5% | 0% | 7% | 1% |
| 12 | COc1ccc(CCNC(=O)c2cc(S(=O)(=O)N3CCc4ccccc43)ccc2F)cc1OC | -13% | -7 | ? | nt | -14% | nt | -11% | nt | ? |
| 13 | O=C(NCc1ccncc1)[C@@H]1CCCN1C(=O)[C@@H]1CCCN1C(=O)c1cccs1 | 0% | 31 | -6% | nt | -7% | nt | 17% | 1% | ? |
| 14 | COc1ccccc1CNC(=O)CSc1nc(C)cs1 | 2% | 0 | 6% | -17%[9.22 µM] | 3% | -98%[inhibitor] | 7% | 5% | -24% |
| 15 | CCO/N=C/C1=C(O)C(C(=O)OC)C(C)(C)CC1=O (stereo not given) | 9% | 29 | 3% | ? | -29% | 0% | 21% | -5% | 0% |
| 16 | N#CC1=C(N)Oc2cc(O)c(Cl)cc2C1c1ccccc1F (stereo not given) | 0% | 34 | 5% | 30% | -9% | -8% | -13% | nt | -1% |
| 17 | COc1cc2c(cc1OC)CN(C(=O)CNC(=O)c1ccc(OC(F)F)cc1)CC2 | 0% | i | -1% | -13% | -12% | -11% | 3% | -2% | ? |
| 18 | COc1cc(CNc2ncn[nH]2)ccc1OCC(=O)NC(C)(C)C | -1% | 13 | 0% | 1% | -1% | 0% | 6% | 10% | -3% |
| 19 | Cn1c(=O)[nH]c(=O)c2c1nc(CN1CCOCC1)n2Cc1ccc(F)cc1 | 13% | -5 | 10% | 13% | 2% | -11% | 8% | -4% | 11% |
| 20 | COCCN1C(=O)c2ccccc2C1c1nc2ccccc2[nH]1 (stereo not given) | 21% | 21 | 0% | nt | 5% | nt | 27% | 16% | 15% |
| 21 | CN(C)c1cc(NC(=O)CNC(C)(C)C)c2ccccc2n1 | -4% | -5 | -2% | -6% | -3% | -4% | -8% | nt | ? |
| 22 | O=C(CC(=O)c1ccccc1)Nc1ccccc1 | 13% | -11 | 6% | 0% | -5% | 10% | 1% | 25% | 16% |
| 23 | Cc1ccc(C)c(OCCC(=O)Nc2ccccc2C(=O)NC2CC2)c1 | 9% | 13 | -4% | 5% | 4% | -6% | 4% | -12% | -11% |
| 24 | Cc1cc(C)c(C#N)c(N2CCN(Cc3ccccc3)CC2)n1 | ? | -3 | 2% | -4% | -3% | -4% | 9%[9.24 µM] | -15% | -25% |
| 25 | O=C(COC(=O)CCc1nc2ccccc2c(=O)[nH]1)Nc1ccccc1 | 3% | 8 | 17% | -26% | ? | 0% | -1% | -2% | 14% |
| 26 | CON1C(=O)C(=O)N(OC)C(C)(C)C1(C)C | 15% | 13 | 16% | -12% | -7% | 0% | 13% | 5% | 24% |
| 27 | CCN1CCN(CCCNC(=O)c2ccc3c(c2)NC(=O)c2ccccc2S3)CC1 | -6% | 13 | -8% | -4% | -18% | 3% | -14% | -5% | -1% |

Four compounds from above, showing only HT1080NT lethal:
cpd	canonical_smiles	HT1080NT lethal
7	N#Cc1ccccc1S(=O)(=O)N1CCN(C(=O)CN2C(=O)NC3(CCCC3)C2=O)CC1	16%
8	O=S(=O)(Nc1ccc(-n2cnnn2)cc1)c1cccs1	-1%
9	CCOC(=O)C1(C)CCCN(C(=O)C(c2ccccc2)c2ccccc2)C1 (stereo not given)	-2%
10	O=c1cc(N2CCN(c3ccccc3)CC2)[nH]c(=O)n1-c1ccccc1	2%

Some of these compounds in order of their number in SW480 rereplic, low to high.
item | structure | SW480 rereplic
19 | Cn1c(=O)[nH]c(=O)c2c1nc(CN1CCOCC1)n2Cc1ccc(F)cc1 | -11%
27 | CCN1CCN(CCCNC(=O)c2ccc3c(c2)NC(=O)c2ccccc2S3)CC1 | 3%
22 | O=C(CC(=O)c1ccccc1)Nc1ccccc1 | 10%

Pulled one by one from above (4):
| no. | compound | HT1080 IDH1KD tx | IL1B secr inh | KB-3-1 tox | MCF10A rerep | WRN inhibitor | SW480 rereplic | HT1080NT lethal | ATXN2 expr inh | KB-V1 MDR tox |
| --- | --- | --- | --- | --- | --- | --- | --- | --- | --- | --- |
| 5 | CCc1c(C)nc2nc(SCc3ccccc3)[nH]n2c1=O | 2% | 47 | 16% | 1% | -4% | 3% | -11% | -4% | 10% |
| 27 | CCN1CCN(CCCNC(=O)c2ccc3c(c2)NC(=O)c2ccccc2S3)CC1 | -6% | 13 | -8% | -4% | -18% | 3% | -14% | -5% | -1% |
| 10 | O=c1cc(N2CCN(c3ccccc3)CC2)[nH]c(=O)n1-c1ccccc1 | 1% | -2 | 15% | 7% | 0% | -17% | 2% | -1% | 0% |
| 17 | COc1cc2c(cc1OC)CN(C(=O)CNC(=O)c1ccc(OC(F)F)cc1)CC2 | 0% | i | -1% | -13% | -12% | -11% | 3% | -2% | ? |

Screening results: PubChem, National Center for Advancing Translational Sciences (NCATS)

Not a hit list (roughly 12% active in at least one column).
